JMJD2A Tudor inh – JMJD2A Tudor domain (human) inhibition | Potency, µM (titrated, usually from 114 µM), for the others: top-dose activity change, negative = inhibition, actives largely listed as inhibitors | AlphaScreen JMJD2A-Tudor / H3K4me3 peptide binding | 4.4% of 390,000 active; further: on the % scale 0 is the no-effect control and ±100 the full control effect; nearly all actives have a fitted effect of over 50% in size
Pol beta inh – inhibitors of human DNA polymerase beta | AID 485314 | 1.3% of 340,000 active | Pol beta primer extension/strand displacement, fluorescence kinetic | Potency, µM (titrated, usually from 114 µM), without a hit: top-dose activity change, negative = inhibition, most hits filed as inhibitors; further: on the % scale 0 is the no-effect control and ±100 the full control effect
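Preincubation: enzyme (10 nM) with compound, 15 min, RT. Reaction: substrate added to 50 nM final. Reads: 0 and 10 min. Analysis: normalized, Hill fit.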
APE1 inh – blocks human APE1 abasic DNA cleavage; P27695; recombinant APE1, TAMRA/BHQ-2 abasic DNA cleavage fluorescence; Potency, µM (highest dose often 65.8 µM), for inactives: at the highest dose activity change, negative = inhibition, hits mostly inhibitors; 0.35% of 350,000 active;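 further: plate controls were vehicle for no effect and reference inhibitor for full effect; nearly all actives have a fitted effect of over 55% in size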
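Endonuclease cleavage of a quenched abasic-site DNA duplex (50 nM) by APE1 (0.75 nM) was tracked by TAMRA dequenching. Compounds were preincubated with enzyme 15 min at room temperature; data normalized to buffer-only and DMSO wells plus NSC13755 control.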
POLI inh – DNA polymerase iota (human) inhibition | Q9UNA4 | Pol iota fluorescent replication assay, 10 min | Potency, µM (top dose mostly 115 µM), for inactives: at the highest dose activity, negative = inhibition, actives largely listed as inhibitors | 1% of 390,000 active
Target sequence (Q9UNA4 whole entry, looked up): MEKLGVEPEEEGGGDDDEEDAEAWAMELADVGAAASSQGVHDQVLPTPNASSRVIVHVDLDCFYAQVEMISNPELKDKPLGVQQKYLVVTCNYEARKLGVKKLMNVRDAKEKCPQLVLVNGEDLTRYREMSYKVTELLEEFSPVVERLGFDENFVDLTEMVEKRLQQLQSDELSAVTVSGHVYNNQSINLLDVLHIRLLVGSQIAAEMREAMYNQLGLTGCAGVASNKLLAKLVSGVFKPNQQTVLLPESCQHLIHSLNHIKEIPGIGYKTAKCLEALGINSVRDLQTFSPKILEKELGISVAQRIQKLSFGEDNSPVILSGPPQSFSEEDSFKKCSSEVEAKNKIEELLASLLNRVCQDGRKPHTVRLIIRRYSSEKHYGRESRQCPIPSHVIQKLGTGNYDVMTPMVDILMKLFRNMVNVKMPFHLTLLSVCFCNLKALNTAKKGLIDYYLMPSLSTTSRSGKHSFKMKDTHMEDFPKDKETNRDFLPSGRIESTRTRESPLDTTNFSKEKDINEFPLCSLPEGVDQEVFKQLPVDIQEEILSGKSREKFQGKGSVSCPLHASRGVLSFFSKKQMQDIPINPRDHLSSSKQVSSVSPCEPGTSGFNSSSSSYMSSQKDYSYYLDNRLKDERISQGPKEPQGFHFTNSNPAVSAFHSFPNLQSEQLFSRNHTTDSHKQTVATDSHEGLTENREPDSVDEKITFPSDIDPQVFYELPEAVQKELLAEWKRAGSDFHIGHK
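Fluorescent replication assay read twice, at 0 min and 10 min after adding 50 nM (final) substrate. Enzyme (10 nM) and compounds were first incubated 15 min at room temperature; enzyme-free buffer wells were negative controls.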
G9a inh – G9a (human) methyltransferase inhibition; 8.8% of 350,000 active; Potency, µM (highest dose often 102 µM), for inactives: at the highest dose activity, negative = inhibition, usual class: inhibitors; AID 504332; G9a H3K9 monomethylation, AlphaScreen, 2 h; further: on the % scale 0 is the no-effect control and ±100 the full control effect; nearly all actives have a fitted effect of over 75% in size
Target sequence (Q96KQ7 913-1193 limits assumed): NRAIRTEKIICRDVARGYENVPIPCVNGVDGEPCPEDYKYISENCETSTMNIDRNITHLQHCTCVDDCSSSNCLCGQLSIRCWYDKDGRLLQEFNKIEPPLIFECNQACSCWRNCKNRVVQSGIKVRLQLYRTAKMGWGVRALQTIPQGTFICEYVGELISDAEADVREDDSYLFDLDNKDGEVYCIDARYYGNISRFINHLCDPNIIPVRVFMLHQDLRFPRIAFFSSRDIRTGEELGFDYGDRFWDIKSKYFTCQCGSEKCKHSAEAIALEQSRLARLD
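Quantitative HTS format: methyltransferase activity on a biotin-tagged H3K9 peptide is measured by AlphaScreen, using a rabbit anti-monomethyl-H3K9 antibody with streptavidin donor and anti-IgG acceptor beads. Final levels are 20 nM enzyme, 500 nM peptide, 20 uM SAM; 2 h RT.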
BLM inh – inhibitors of human Bloom syndrome helicase BLM; P54132; recombinant BLM DNA unwinding, fluorescence dequenching; Potency, µM (highest dose often 56.1 µM), for the others: top-dose activity change, negative = inhibition, hits mostly inhibitors; 0.2% of 350,000 active;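 further: plate controls were vehicle for no effect and no enzyme for full effect; nearly all actives have a fitted effect of over 35% in size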
Pol eta inh – DNA polymerase eta (human) inhibition | recombinant Pol eta, fluorescent DNA replication assay | 1.2% of 390,000 active | Q9Y253 | Potency, µM (series often up to 114 µM), for the others: top-dose activity change, negative = inhibition, actives largely listed as inhibitors; further: on the % scale 0 is the no-effect control and ±100 the full control effect
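Fluorescent replication assay: 50 nM final substrate added after a 15 min room-temperature compound preincubation with 10 nM enzyme. Signal taken at 0 min and again at 10 min.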
BAZ2B inh – BAZ2B (human) inhibition. AlphaScreen BAZ2B-H3K14Ac peptide displacement. Potency, µM (highest dose often 114 µM), for inactives: at the highest dose activity change, negative = inhibition, most hits filed as inhibitors. 4.4% of 360,000 active; further: on the % scale 0 is the no-effect control and ±100 the full control effect; nearly all actives have a fitted effect of over 60% in size
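BAZ2B (50 nM) with biotin-H3(5-23)K14Ac peptide (50 nM) in PBS pH 7.4, 0.01% Tween-20, preformed 30 min, then compound 30 min at room temperature; top concentration 110uM. AlphaScreen streptavidin donor/nickel chelate acceptor beads (10 ug/mL final), 20 min dark, signal read.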
Pol kappa inh – DNA polymerase kappa (human) inhibition; Potency, µM (top dose mostly 107 µM), inactives show at the highest dose activity, negative = inhibition, hits mostly inhibitors; Q9UBT6; 0.53% of 400,000 active; purified Pol kappa, fluorescent DNA synthesis assay, 10 min; AID 588579; further: on the % scale 0 is the no-effect control and ±100 the full control effect
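Kinetic fluorescence readout at 0 and 10 min followed reaction start with substrate at 50 nM final. Beforehand, enzyme (10 nM Pol kappa) stood 15 min with compound at room temperature; buffer-only wells were negative controls.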
An asterisk follows results filed as active; ? = inconclusive; . = not tested or not shown; & = joins results of further samples; ! = a repeat was not active; [ ] = remark or other dose. The call rests on the fitted dose curve; in most records, active means well fitted curve in the direction sought with a large enough effect; inconclusive means small, poorly fitted or top-dose-only effect, or another doubt; inactive means no such curve, though single readings can be large; an effect the other way counts as inactive or inconclusive. Potency means the concentration at half of the fitted maximal effect.

molecule | JMJD2A Tudor inh | Pol beta inh | APE1 inh | POLI inh | G9a inh | BLM inh | Pol eta inh | BAZ2B inh | Pol kappa inh
O=S(=O)(c1ccccc1)c1cccc(S(=O)(=O)N2CCCCC2)c1 | -6% | 11% | 1% | 18% | -35%[0.0925 µM] | 0% | -17% | 5% | -1%
CC(=O)NN1CCc2cc3ccc(C)cc3nc21 | -9% | 11% | 17% | -14% | -12% | -2% | -7% | -9% | -9%
CN(Cc1ccccc1)C(=O)Cc1ccccc1 | -11% | 0% | 16% | -12% | 50% | -3% | -1% | -3% | -12%
O=C(N/N=C/c1cccnc1)c1ccccc1 | -11% | 24% | -6% | 27% | 14% | 0% | -14% | 5% | 10%
CC(C)(Sc1ccc(CCN(CCCCC2CCCCC2)C(=O)NC2CCCCC2)cc1)C(=O)O | 79µM* | ? | 24%&-3%&-1%&-10% | 36%[activator] | 79µM* | . | 89µM* | 79µM* | ?
COc1ccc(CNC(=O)C(=O)NCC2OCCN2S(=O)(=O)c2ccc3c(c2)OCCO3)cc1 (stereo not given) | 6% | 19% | 0% | 3% | -8% | 2% | -3% | 2% | 1%
CC[N+](C)(CC)CC(=O)OCC1C(C)C=C(C)CC1C (stereo not given) | ? | 7% | -2% | -3% | ? | 33%[activator] | -8% | -36% | -14%
COc1ccc(C2C(C(=O)Nc3ccccn3)=C(C)Nc3ncnn32)c(OC)c1 (stereo not given) | 9% | 25% | -2% | 26% | 7%[59 µM] | -5% | -19% | 6% | 9%
CCn1nnnc1Oc1ccc(Cl)cc1 | -3% | 12% | 2% | 27% | 16%[12.7 µM] | 2% | 6% | 3% | -2%
CCn1c(SCC(=O)c2ccc(OC)cc2)nnc1C(C)NC(=O)c1ccc(OC)cc1 (stereo not given) | -15% | 30% | 1% | 18% | 45µM* | -6% | 5% | -6% | 1%
S=C(Nc1ccccc1)Nc1ccc(Br)cc1 | -14% | 8% | 6% | -5% | . | -8% | 0% | -2% | -4%
O=C(Nc1nccs1)c1ccc(Br)c(S(=O)(=O)N2CCCC2)c1 | -10% | 34% | 29% | 21% | -3% | -5% | -16% | -19% | 2%
CCOC(=O)NNC1CC(=O)N(c2ccc(OC)cc2)C1=O (stereo not given) | 5% | 8% | 0% | 6% | 1% | -2% | -12% | 6% | -12%
O=C(COC(=O)Cc1ccccc1[N+](=O)[O-])NCc1ccc(Cl)cc1 | -5% | -10% | 1% | 33%[activator] | 2%[59 µM] | 1% | -16% | -18% | 6%[60.1 µM]
COc1ccc(NC(=O)C2C(c3ccccc3)C2(Cl)Cl)c(OC)c1 (stereo not given) | -17% | 33% | 44% | 28% | 24% | -1% | -30% | -4% | -12%
C#CCOCCOCCOCCNc1nc(N2CCOCC2)nc(N2CCN(C(=O)[C@H](C)n3cc(CCC(=O)O)nn3)CC2)n1 | -26% | . | . | 3% | . | . | -17% | . | 6%
Cc1nc2cc(Cc3ccccc3)ccc2o1 | -12% | . | . | 9% | . | . | -4% | . | -14%
CC(C)OCCCNC(=O)CCN1C(=O)COc2ccccc21 | -4% | ? | -3% | 0% | 24%[59 µM] | 0% | -7% | 3% | -1%
Cc1ccc(NC(=O)CSc2nnc(-c3cccnc3)n2CCN2CCCCC2)cc1 | -6% | 54% | 7% | ? | -9%[59 µM] | 1% | -2% | 6% | 0%
COc1ccc(-c2cc(N3C(=O)Nc4ccccc4N3O)n[nH]2)cc1OC | -19% | 2% | 3% | 6% | -24% | 4% | -9% | -1% | -15%
CN1CCC(N(CCc2ccccc2)C(=O)CCC(=O)O)CC1 | -16% | 32% | -3% | 93%[activator] | . | 1% | -18% | -6%[0.457 µM] | 2%
COc1ccc(C(=O)Nc2ccc(-c3nnn(CC(=O)NCc4ccco4)n3)cc2)cc1 | -15% | -16% | 0% | ? | 36%[12.7 µM] | -7% | -5% | -21% | -2%
O=C(Nc1ccccc1)c1cccnc1NCCc1ccccc1 | 55%[activator] | 0% | -1% | -20% | 36%[59 µM] | -10% | -19% | 52%[activator] | -16%
COc1ccc(NC(=O)c2nc(-c3ccc(C)cc3)n3c2CCCCC3)cc1 | -23% | 16% | . | 27% | ? | -7% | -15% | -28% | -5%
CCC1CCC2(CC1)NC(=O)N(CC(=O)c1c(C)[nH]c3ccccc13)C2=O (stereo not given) | -27% | 30% | 15% | 16% | 4%[59 µM] | -5% | -13% | -12% | -2%
Cc1cc(C(=O)Nc2ccc(Cl)cc2)c(C)n1Cc1cccs1 | -18% | 4% | 6% | ? | . | -12% | -21% | -28% | -14%
CCOc1ccccc1/C=N/NC(=O)CSc1n[nH]c(=O)[nH]c1=O | -23% | 11% | -1% | -22% | -14% | -3% | 1% | -7% | -1%
CCOC(=O)c1sc(NC(=O)c2ccc(S(=O)(=O)N(C)C)cc2)nc1C | -15% | 1% | -1% | -1% | 12%[12.7 µM] | -1% | -10% | 0% | -4%
Cc1nn(Cc2ccccc2Cl)c(C)c1NC(=O)NC12CC3CC(CC(C3)C1)C2 | -13% | 0% | -7% | 10% | -7% | -8% | -10% | -24% | -9%
C/C(=N\Nc1cccc2cccnc12)c1ccc(N)cc1 | ? | 1% | 6% | 67%[activator] | ? | -9% | -18% | ? | -9%

5 records picked at random from those above:
molecule | JMJD2A Tudor inh | Pol beta inh | APE1 inh | POLI inh | G9a inh | BLM inh | Pol eta inh | BAZ2B inh | Pol kappa inh
C/C(=N\Nc1cccc2cccnc12)c1ccc(N)cc1 | ? | 1% | 6% | 67%[activator] | ? | -9% | -18% | ? | -9%
Cc1nn(Cc2ccccc2Cl)c(C)c1NC(=O)NC12CC3CC(CC(C3)C1)C2 | -13% | 0% | -7% | 10% | -7% | -8% | -10% | -24% | -9%
Cc1cc(C(=O)Nc2ccc(Cl)cc2)c(C)n1Cc1cccs1 | -18% | 4% | 6% | ? | . | -12% | -21% | -28% | -14%
CCOC(=O)c1sc(NC(=O)c2ccc(S(=O)(=O)N(C)C)cc2)nc1C | -15% | 1% | -1% | -1% | 12%[12.7 µM] | -1% | -10% | 0% | -4%
CCOc1ccccc1/C=N/NC(=O)CSc1n[nH]c(=O)[nH]c1=O | -23% | 11% | -1% | -22% | -14% | -3% | 1% | -7% | -1%

Additional entries:
molecule | JMJD2A Tudor inh | Pol beta inh | APE1 inh | POLI inh | G9a inh | BLM inh | Pol eta inh | BAZ2B inh | Pol kappa inh
Cc1ccc(NC(=O)N(Cc2cn(C)c3ccccc23)C2CCCCC2)cc1C | -31% | -2% | . | 3% | -11%[59 µM] | -9% | -28% | . | -10%
COc1ccc(NC(=O)CN(C)C(=O)CCC2CCCC2)cc1 | -13% | 20% | 1% | 26% | . | -7% | -3% | -14% | -17%
COc1ccc2c(c1)c1nc3ccccc3nc1n2Cc1ccc(OC(C)C)c(OC)c1 | 1% | 1% | -2% | 52%[activator] | 5% | -4% | -19% | 31% | -23%
CCOC(=O)c1sc2ncnc(N3CCN(C(=O)OCC)CC3)c2c1C | -8% | -4% | 0% | 9% | 39%[59 µM] | 0% | -12% | 0% | -11%
COc1ccc(OC)c(NC(=O)CNC(c2ccccc2)c2ccccc2)c1 | -25% | 5% | 9% | -2% | -5%[2.33 µM] | -11% | -18% | -28% | -6%[60.1 µM]
COc1cc(/C=C2\SC(=O)N(CCNC(=O)c3sc4cc(F)ccc4c3Cl)C2=O)cc(OC)c1OC | -16% | 3% | ? | 2% | ? | -3% | 0% | -4% | -18%
CCn1c(P(C)(=O)O)nc2cc(NC(=O)c3ccccc3Cl)ccc21 | ? | 0% | 1% | 21% | 15% | -3% | -10% | -1% | -2%
CCCN(C(=O)c1cc2c(s1)-c1ccccc1SC2)c1ccccc1F | 86%[activator] | -21% | . | -4% | 108%[activator][59 µM] | -9% | . | 63%[activator] | -7%
COc1cc2c(C#N)c(N3CCN(c4ccccc4OC)CC3)nc(N)c2c(N)n1 | -31% | 12% | 5% | 10% | ? | -27% | -12% | ? | -19%
O=C1CC(N2CCc3ccccc32)C(=O)N1c1ccccc1 (stereo not given) | -7% | 0% | -1% | 24% | -3% | -1% | -4% | -8% | -11%
Cc1ccccc1NC(=O)COC(=O)CCSc1ccccc1 | 5% | 6% | -8% | 78%[activator] | 61%[activator] | 0% | 6% | 4% | -7%
Cc1cccc(CS(=O)(=O)c2ncc(Cl)c(C(=O)Nc3nc4ccc(F)cc4s3)n2)c1 | -14% | -1% | . | 6% | -2%[59 µM] | -14% | -9% | -8% | -9%
Cc1ccccc1CNCc1c(C(=O)O)c(C)n(Cc2ccc(F)cc2Cl)c1C | -21% | 31% | . | -6% | 4%[59 µM] | 3% | 2% | -19% | 3%
CCOC(=O)CSc1nnc(CNC(=O)c2cccs2)n1Cc1ccccc1 | -15% | 3% | -9% | 11% | ? | 0% | -7% | -29% | -10%
CC(=O)c1ccc(NC(=O)c2ccc3c(=O)n4c(nc3c2)CCCCC4)cc1 | -12% | 5% | -12% | 23% | 0%[0.501 µM] | 0% | -21% | -22% | 22%
COC(CN1CCc2c(C)nc3c(C#N)cnn3c21)OC | -18% | -1% | -4% | -6% | 10% | -2% | -3% | -20% | -22%
Cc1c(OC(C)C(=O)NCc2ccncc2)ccc2c3c(c(=O)oc12)CCCC3 (stereo not given) | -4% | 21% | 79%[activator] | -8% | 14% | -2% | 6% | -26% | -4%
CCN(CCNC(=O)C1=C(C)C(=O)OC12CCC(C)CC2)c1ccccc1 (stereo not given) | -11% | 0% | -5% | 10% | -39% | -4% | -13% | ? | -11%
Oc1ccc(NCc2ccc(OCc3ccccc3)cc2)cc1 | 56µM* | 2%&3% | -5% | 10µM* | 7.9µM* | ? | 79µM*! | 40µM* | ?
Cc1ccc(NC(=O)CN2C(=O)S/C(=C\c3cc(C)n(-c4cccc(C(=O)O)c4)c3C)C2=O)cc1 | 56µM* | 45µM* | -3% | ? | . | -20% | 56µM* | 45µM* | -7%
CCCCOc1ccc(NC(=O)CSc2cccc3cccnc23)cc1 | -4% | 3% | -1% | 19% | 19%[59 µM] | -2% | -2% | 1% | 0%

Screens from PubChem BioAssay.

Only part of the results is shown. The share of hits here may be higher or lower than overall.
